PLK1 kinase inh = inhibitors of human PLK1 kinase | P53350 | recombinant PLK1 kinase, TR-FRET peptide phosphorylation | inhibition, % at 10 µM | 97,000 compounds, 0.53% hits | AID 619;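 active means inhibition of 50% or more in the single-concentration screen; inactive means inhibition below 50%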;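 further: 0% = DMSO max control and 100% = H-89 dihydrochloride min control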
PTPN22 act = increases human PTPN22 phosphatase activity | 96,000 compounds, 0.11% hits | AID 697 | recombinant LYP, DiFMUP fluorescence; 0 = plate median, 100 = signal doubled | activation, % at 2 µM;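 active means activation at 2 µM above a set limit, the mean plus 5 SD, cut at about 37% in these data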
cytoskel mod = modifiers of cytoskeleton assembly | 91,000 compounds, 0.18% hits | AID 836 | inhibition, % at 2 µM | HUVEC TNFa F-actin phalloidin imaging, high content;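 active means inhibition above the batch mean plus 3 SD and confirmed as a hit by visual image inspection, cut at about 30% in these data, passing the limit was not always enough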; further: strong numbers were not always called active
FAK blocker = FAK (human) kinase inhibition. AID 727. 97,000 compounds, 0.84% hits. biochemical FAK kinase activity assay. inhibition, %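 (tested at 7 µM)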; in the data active means inhibition above about 19%;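 further: 0% = DMSO and 100% = reference compound high control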
Pyk2 oligo antag = antagonists of human Pyk2 oligomerization; Q14289; Q293 cells, Pyk2 FERM NanoBiT luminescence; stronger effect = lower value; z-score (the deposit names both 25 µM and 10 µM); 99,000 compounds, 0.83% hits;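 active means Z-score of -3 or lower, scaled per plate to the spread of control and sample wells; inactive means z-score above -3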;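 further: negative z-score means lost luminescence so less FERM oligomerization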
Target sequence (Q14289 whole entry, looked up): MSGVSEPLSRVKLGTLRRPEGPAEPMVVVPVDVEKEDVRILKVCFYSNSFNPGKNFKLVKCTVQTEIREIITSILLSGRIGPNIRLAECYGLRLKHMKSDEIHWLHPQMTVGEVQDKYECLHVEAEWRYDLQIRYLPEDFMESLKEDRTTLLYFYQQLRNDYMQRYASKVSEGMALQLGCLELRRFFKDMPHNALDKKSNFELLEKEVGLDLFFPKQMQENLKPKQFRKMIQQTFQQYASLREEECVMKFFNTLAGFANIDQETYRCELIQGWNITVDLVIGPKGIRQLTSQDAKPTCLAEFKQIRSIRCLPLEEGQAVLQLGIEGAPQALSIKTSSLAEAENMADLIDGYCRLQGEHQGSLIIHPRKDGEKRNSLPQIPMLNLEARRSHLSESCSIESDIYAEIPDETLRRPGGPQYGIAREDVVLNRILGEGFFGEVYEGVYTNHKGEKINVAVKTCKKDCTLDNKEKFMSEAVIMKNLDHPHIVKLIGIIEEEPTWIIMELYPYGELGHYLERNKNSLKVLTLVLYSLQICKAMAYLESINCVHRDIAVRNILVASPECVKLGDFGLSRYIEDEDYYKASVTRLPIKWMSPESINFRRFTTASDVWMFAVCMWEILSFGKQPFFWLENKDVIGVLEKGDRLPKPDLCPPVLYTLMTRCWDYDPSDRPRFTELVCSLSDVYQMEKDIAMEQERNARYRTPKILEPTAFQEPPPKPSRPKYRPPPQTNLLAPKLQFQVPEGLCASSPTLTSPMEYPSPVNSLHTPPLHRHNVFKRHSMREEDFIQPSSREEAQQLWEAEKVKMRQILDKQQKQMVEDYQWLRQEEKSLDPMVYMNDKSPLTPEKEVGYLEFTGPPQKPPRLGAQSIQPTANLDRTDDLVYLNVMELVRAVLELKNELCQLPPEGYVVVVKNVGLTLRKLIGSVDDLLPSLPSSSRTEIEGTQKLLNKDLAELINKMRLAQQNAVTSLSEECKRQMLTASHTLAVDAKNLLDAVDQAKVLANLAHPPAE
HIV Rev-RRE inh = disrupts HIV-1 Rev binding to RRE RNA | inhibition, % at 8 µM | 97,000 compounds, 0.79% hits | Rev peptide-RRE RNA binding, FRET;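 active means inhibition above the screen-wide mean plus 3 SD, cut at about 35% in these data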;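 further: 0% = median DMSO wells and 100% = median Neomycin B control wells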
Target sequence (P05866 whole entry, looked up): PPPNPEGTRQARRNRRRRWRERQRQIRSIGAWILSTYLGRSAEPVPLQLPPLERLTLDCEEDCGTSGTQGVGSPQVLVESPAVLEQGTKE
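assay system = Cy5-tagged RRE RNA duplex with fluorescein-tagged Rev peptide | incubation = 5 + 15 min at 25 °C | also added = labelled Rev peptide | measure = % inhibition of FRET ratio versus controls | benchmarks = DMSO wells as 0% and neomycin B wells as 100% inhibition | measured by = FRET fluorescence readout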
PLK1 PBD inh = blocks phosphopeptide binding to human Plk1 polo box domain; P53350; inhibition, %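 (tested at about 20 µM)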; 97,000 compounds, 0.13% hits; AID 693; Plk1 PBD phosphopeptide binding, fluorescence polarization; in the data active means inhibition above about 34%, passing the limit was not always enough
EphB4 antag = EphB4-ephrin-B2 interaction antagonism; inhibition, % at 7 µM; 97,000 compounds, 0.15% hits; EphB4 LBD / TNYL-RAW-Alexa532 peptide, fluorescence polarization; P54760; AID 720;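 active means inhibition above the screen-wide mean inhibition plus 3 SD, cut at about 15% in these data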;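 further: 0% = DMSO wells and 100% = excess unlabeled TNYL-RAW peptide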
PTPN22 inh 2 = blocks human PTPN22 phosphatase activity | Q9Y2R2 | recombinant LYP catalytic domain, DiFMUP fluorescence | inhibition, % at 2 µM | 96,000 compounds, 0.21% hits;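 active means inhibition at 2 µM at or above a set limit, the screen mean plus 3 SD, cut at about 24% in these data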;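 further: 0% = DMSO with enzyme and 100% = enzyme fully blocked by orthovanadate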
Numbers without * were called inactive; · = no result given; [ ] = another dose, or the depositor's remark.

SMILES	PLK1 kinase inh	PTPN22 act	cytoskel mod	FAK blocker	Pyk2 oligo antag	HIV Rev-RRE inh	PLK1 PBD inh	EphB4 antag	PTPN22 inh 2
COc1ccccc1NC(=O)CCN1CCN(Cc2ccccc2)CC1	-21	-2	6	-2	0.23	7	-1	-7	4
COCCOCCn1c(CCCO)nc2ccccc21	-8	8	1	-2	0.54	5	18	-6	-11
CCC1(C)Cc2c(sc3nc(SC)n(Cc4ccccc4)c(=O)c23)CO1 (stereo not given)	-15	-16	6	14	0.62	6	-13	-1	16
CCOC(=O)c1cc2occc2n1CC(=O)N1CCCc2ccccc21	-2	-2	-6	7	-0.95	9	-8	13	3
O=C(CSc1nnc(-c2cccc(S(=O)(=O)N3CCOCC3)c2)n1C1CCCCCC1)NCc1ccccc1	-6	2	5	-5	-1	-5	8	-4	-6
Cc1cccc(NC(=O)C2CCCN2C(=O)OCC(C)C)c1C (stereo not given)	-7	4	5	2	0.32	4	-6	4	-1
O=C(NCc1ccco1)c1ccc2ccccc2c1	-10	-11	·	2	0.64	2	9	-2	10
COC(=O)c1sccc1NC(=S)N1CCCCC1C (stereo not given)	-1	6	6	-2	0.13	3	13	2	-8
CC(C)Nc1nnc(SCC(=O)c2c(N)n(Cc3ccccc3)c(=O)n(C)c2=O)s1	0	-9	2	-6	0.46	4	45*	1	13
Cc1ccc(NC(=O)CSC2=C(C#N)C(c3ccco3)CC(=O)N2)cc1 (stereo not given)	-2	11	12	1	0.22	-4	-12	5	-9
CCOCCCN1CC(C(=O)NCCc2ccc(C)cc2)CC1=O (stereo not given)	-6	12	6	1	0.72	1	-30	1	-13
Cc1ccc(OCc2nnc(SCC(=O)c3ccccc3)n2Cc2ccco2)cc1	-6	-14	-3	-4	-0.56	6	19	0	11
O=C(Cc1ccccc1)N/N=C/c1ccc(Cl)cc1Cl	2	-4	0	4	0.15	19	18	9	10
CCC(C)c1ccc(NC(=S)NCc2cccs2)cc1 (stereo not given)	-4	-4	-8	6	-0.43	-4	6	-2	8
O=C(c1cc2ccccc2o1)n1nnc2ccccc21	-7	-2	-15	-1	1.1	10	-25	-2	1
CCCC(=O)C1=C(O)C(C(=O)OC)C(C)(C)CC1=Nc1ccc(N)cc1 (stereo not given)	-4	0	-18	-2	-0.41	4	15	-9	-3
COC(=O)c1nn(-c2ccccc2)c(Cl)c1/C=N/OCc1ccc(Cl)cc1Cl	-15	19	1	-1	0.59	4	8	-8	-14
CCC(Oc1ccccc1)C(=O)N1CC(C)CC(C)C1 (stereo not given)	-7	0	50	0	1.7	5	-15	1	-1
FC(F)(F)c1cccc(NC(=S)NNC(=S)NCc2ccccc2)c1	-1	-16	-19	4	-1.4	2	-6	13	19
N#Cc1ccc(CSCC(=O)O)cc1	-7	5	26	0	0.56	3	4	4	-8
O=C1c2ccccc2S(=O)(=O)N1CC(O)COc1ccc(Br)cc1 (stereo not given)	-15	-5	-2	-2	-0.7	5	-5	3	4
CC(=O)c1ccc(NC(=O)C2CCN(S(=O)(=O)c3cccc4cccnc34)CC2)cc1	-9	-9	3	2	·	10	13	4	8
Cc1ccc(NC(=O)CN2C(=O)C3CCCCN3C(=O)c3ccccc32)cc1 (stereo not given)	-6	2	3	0	-0.76	5	5	-2	-1
CCOc1ccccc1N1Cc2ccccc2C1	-6	-6	-5	1	-0.96	13	-12	7	9
COC(=O)c1ccccc1NC(=O)CN(C1CCCCC1)S(C)(=O)=O	-9	-5	-11	1	-0.39	7	1	8	2

5 of the entries above in order of the cytoskel mod value, lowest first.
SMILES	PLK1 kinase inh	PTPN22 act	cytoskel mod	FAK blocker	Pyk2 oligo antag	HIV Rev-RRE inh	PLK1 PBD inh	EphB4 antag	PTPN22 inh 2
O=C(c1cc2ccccc2o1)n1nnc2ccccc21	-7	-2	-15	-1	1.1	10	-25	-2	1
COC(=O)c1ccccc1NC(=O)CN(C1CCCCC1)S(C)(=O)=O	-9	-5	-11	1	-0.39	7	1	8	2
O=C1c2ccccc2S(=O)(=O)N1CC(O)COc1ccc(Br)cc1 (stereo not given)	-15	-5	-2	-2	-0.7	5	-5	3	4
CC(C)Nc1nnc(SCC(=O)c2c(N)n(Cc3ccccc3)c(=O)n(C)c2=O)s1	0	-9	2	-6	0.46	4	45*	1	13
COc1ccccc1NC(=O)CCN1CCN(Cc2ccccc2)CC1	-21	-2	6	-2	0.23	7	-1	-7	4

(more compounds)
SMILES	PLK1 kinase inh	PTPN22 act	cytoskel mod	FAK blocker	Pyk2 oligo antag	HIV Rev-RRE inh	PLK1 PBD inh	EphB4 antag	PTPN22 inh 2
CCOC(=O)c1c(NC(=S)Nc2ccccc2)sc2c1CCN(C)C2	-13	0	4	7	-0.29	103*[fluorescence artefact?]	-13	-8	6
O=C(COC(=O)c1ccccn1)Nc1ccccc1Cl	-9	-6	10	-3	-0.19	1	-5	-12	6
O=C(O)C1(c2cccc(Cl)c2)CCC1	-9	-7	2	-2	-0.15	8	-2	3	10
Nc1nc(Cl)cc(Sc2ccc3ccccc3c2)n1	-9	2	0	-4	-0.31	5	-14	-1	2
CCOC(=O)N1CCC(NS(=O)(=O)c2ccc3c(c2)C(C)(C)C(=O)N3C)CC1	2	32	·	-4	0.01	-5	-32	-1	-31
c1csc(C2Nc3cccc4cccc(c34)N2)c1	12	-6	14	1	-0.88	2	-4	-3	8
O=C(Nc1nccs1)c1cccc(S(=O)(=O)N2CCOCC2)c1	16	-5	·	0	0.43	0	13	0	3
CCN(CC)S(=O)(=O)c1ccc2oc(C(=O)O)c(C)c2c1	-8	14	23	-3	0.36	5	-11	-4	-15
Cc1ccc(C)c(N2CCN(C(=O)C3CCN(c4nnc(N5CCCC5=O)s4)CC3)CC2)c1	-6	-18	-4	0	-0.03	3	-15	-3	20
CC1CCCCC1NC(=O)Cn1ncc2ccccc21 (stereo not given)	-8	-5	19	5	·	7	-15	3	4
Cc1ccc(CN(C(=O)Cn2nnc3ccccc32)C(C(=O)NCc2ccco2)c2ccc(C)o2)cc1 (stereo not given)	-15	0	-9	2	-2.2	-2	11	2	-1
CC(C)(C)NC(=O)NC(=O)CSc1nnc(-c2ccccc2F)n1N	-9	9	-20	-1	0.29	-1	2	-1	-8
Cc1ccc(C)c(-n2ccnc2SCC(=O)O)c1	-12	35	-2	-1	1.2	8	1	1	-36
O=C(Nc1ccc(N2CCOCC2)c(F)c1)c1ccncc1	-11	0	3	6	-0.41	8	3	1	3
COc1c(/C=N/Nc2nc(N3CCCCC3)nc(N3CCCCC3)n2)cccc1[N+](=O)[O-]	-12	4	-38	-1	-0.73	3	1	-5	0
Cc1ccc(NC(=O)CN2C(=O)S/C(=C\c3cccn3C)C2=O)cc1	-11	-6	-13	-3	0.38	9	18	-9	10
c1ccc(Cn2nnnc2CN2CCOCC2)cc1	-16	4	7	-7	-0.07	-1	-6	-7	-4
Cc1n[nH]c(C)c1S(=O)(=O)N1CCCC(C(=O)NCc2cccs2)C1 (stereo not given)	-7	4	8	-3	0.83	11	-17	8	-5
O=C(Nc1nc2ccccc2s1)C1CC(=O)N(c2ccc(Cl)cc2)C1 (stereo not given)	-6	-2	24	3	-0.15	18	17	1	-1
O=C(c1ccccc1)c1ccccc1N/C=C/c1nnnn1-c1ccccc1	-7	-2	10	-2	-1.2	8	-6	6	4
Fc1cccc(-c2cc3nc(-c4ccccc4)cc(N4CCC5(CC4)OCCO5)n3n2)c1	-14	-4	1	1	-0.78	3	8	4	4
Cc1ccc(CCN2CC(C(=O)NCCN3CCOCC3)CC2=O)cc1 (stereo not given)	-1	15	12	-1	·	3	-42	-1	-17
Cc1nnc(SCC(=O)NC(=O)NCc2ccco2)n1Cc1ccccc1	-9	1	-20	5	-0.04	2	0	0	0
Cc1cccc(N(CC(N)=O)C2SC(=O)NC2=O)c1 (stereo not given)	-7	2	-2	-1	0.68	6	-20	0	0
CC(=O)Oc1ccc(C2OC(=O)c3ccccc3N2C(C)=O)cc1 (stereo not given)	-2	1	22	0	0.2	6	9	-4	2

Next part.
SMILES	PLK1 kinase inh	PTPN22 act	cytoskel mod	FAK blocker	Pyk2 oligo antag	HIV Rev-RRE inh	PLK1 PBD inh	EphB4 antag	PTPN22 inh 2
CCCSc1nc(NCc2ccco2)c2c3c(sc2n1)COC(C)(C)C3	-3	-1	0	-7	0.79	13	-23	-1	2
COc1ccc(S(=O)(=O)n2cnc3cc(C)c(C)cc32)cc1	-11	28	-12	8	0.52	5	3	1	-32
O=C(N1CCOCC1)N1CCN(S(=O)(=O)c2ccccc2)C1	1	11	11	-4	-0.2	1	11	-3	-13
Cc1ccc(C2CC(=O)NC(SCc3ccccc3)=C2C#N)o1 (stereo not given)	-6	-1	0	-2	1.3	-3	-3	-1	-2
CCNc1nc(SC(C)C(=O)Nc2ccccc2)nc(N2CCOCC2)n1 (stereo not given)	-15	-3	20	1	-0.38	8	20	-1	1
CCOC(=O)N1CCN(C(=O)C2CCCN(S(=O)(=O)c3ccc(C)cc3)C2)CC1 (stereo not given)	-6	2	3	-2	0.55	9	1	2	0
COc1ccc(C(C)NC(=O)C2C(=O)NC3(C)CC2c2ccccc2O3)cc1 (stereo not given)	-8	4	-40	1	-0.56	-2	-9	-3	-6
C=CC[N+]1(CC#CCOC(c2ccccc2)c2ccccc2)CCOCC1	-4	-3	6	11	0.6	2	-6	14	0
Cc1ccc(SC(=O)COc2ccc(C)c(C)c2)cc1	-4	-9	-11	-4	0.84	15	2	4	11
COc1ccccc1-c1nc2n(n1)C(c1ccc(Cl)cc1)C(C(N)=O)=C(C)N2 (stereo not given)	-13	-3	-5	0	0.07	3	4	-1	0
COc1ccc2c(c1)cc1n2CCN=C1N	7	-7	11	-1	-0.75	-1	-14	6	5
COc1ccccc1OCCOc1ccc(/C=N/n2cnnc2)cc1	0	-4	3	-4	1.8	1	-11	-12	2
CC(C)CCN1C(=O)CCC1(C)C(=O)NC1CCCCCC1 (stereo not given)	-2	-4	46	-1	0.03	-2	-22	1	4
CC(=O)Nc1ccc(-n2cnnn2)cc1	-17	8	-3	1	0.89	4	14	-6	-12
COc1ccc(OCc2n[nH]c(=S)o2)cc1	-8	-6	22	1	0.58	5	23	0	7
Cc1cc(O)cc(O)c1C(=O)Cc1cnn(-c2ccccc2)c1	-13	2	·	-1	0.53	6	10	2	-6
CC(C)OC(=O)c1ccc(NC(=O)Cn2c(-c3nonc3N)nc3ccccc32)cc1	-6	-1	28	1	-4.2*	14	-9	5	-1
COC(=O)Nc1ccc(C)c(NC(=O)OC)c1	8	10	-30	-3	0.26	1	10	1	-11
O=C(Nc1cccc2ccccc12)c1ccc(Br)o1	-4	-11	0	2	-0.02	3	28	-3	15
Cc1ccccc1-c1noc(-c2ccc(Cl)cc2)n1	-7	0	-33	-7	0.43	4	7	5	3
Cc1cc(NC(=O)COC(=O)CCC(=O)c2ccc(F)cc2)no1	-16	-6	·	8	0.75	-1	-10	1	7
CCCNC(=O)CSc1nnc(C)s1	-11	-7	-9	0	-0.14	6	-15	6	8
CCOc1ccc2nc(NCCO)[nH]c2c1	-2	-2	-18	2	0.59	2	10	-5	2
CCc1nnc(NC(=O)CSc2nccn2-c2cccc(C)c2C)s1	-13	11	5	2	·	4	-12	4	-12
COc1cc(NCCCC(C)N)c2ncccc2c1 (stereo not given)	33	-6	·	26*	-0.39	-18	8	-6	4
Cc1noc(NS(=O)(=O)c2ccc(N3C(=O)c4ccccc4C3=O)cc2)c1C	-8	-16	1	-1	1.3	6	3	6	15
C/C(=C\c1ccccc1)CN1CCN(c2cccc(Cl)c2)CC1	-10	5	-6	2	0.55	14	27	9	-5
Cc1ccc(O)c(/C=N/NC(=O)C2=NNC(c3ccccc3)(c3ccccc3)C2)c1	-14	-13	4	-1	·	16	5	7	10
